Compound activity from PubChem BioAssay.
Anthrax LF prot: anthrax lethal factor protease inhibition | inhibition, % at 10 µM | multiplex microsphere protease cleavage assay, LF | P15917 | hit rate 0.12% among 360,000; also: plate controls were buffer without enzyme for full effect and enzyme alone for no effect
PrPC surface inh: inhibitors of human cell surface prion protein PrPC; P04156; TR-FRET read-out; inhibition, % at 13.8 µM; hit rate 0.43% among 370,000; AID 720596; in the data active = inhibition above about 24%; also: 0% = median of the test wells and 100% = reference compound wells
MazF activator: increases E. coli MazEF RNase cleavage of RNA | P0AE70 | FAM/BHQ RNA-DNA oligo cleavage fluorescence, 5 h | activation, % at 20 µM | hit rate 0.32% among 350,000 | AID 504720; in the data active = activation above about 50%
Target sequence (P0AE70 whole entry, looked up): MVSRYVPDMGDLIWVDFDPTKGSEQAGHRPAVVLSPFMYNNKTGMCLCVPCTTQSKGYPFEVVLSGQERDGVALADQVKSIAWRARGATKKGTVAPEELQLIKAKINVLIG
BoNT-F LC inh: blocks Botulinum neurotoxin F light chain protease; Multiplex microsphere protease cleavage assay, flow cytometry; inhibition, % at 10 µM; AID 588497; hit rate 0.22% among 360,000; in the data active = inhibition above about 35%, passing the limit was not always enough; inconclusive = no clear call, values can overlap the other calls; also: plate controls were buffer without enzyme for full effect and enzyme alone for no effect
Rv3671c inh: inhibits the M. tuberculosis serine protease Rv3671c; inhibition, % at 5.96 µM; hit rate 0.048% among 320,000; P9WHR9; in the data active = inhibition above about 38%;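 also: extracellular domain of Rv3671c used as enzyme; 0% = enzyme with DMSO and 100% = no enzyme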
Target sequence (P9WHR9 whole entry, looked up, the tested form may be a part): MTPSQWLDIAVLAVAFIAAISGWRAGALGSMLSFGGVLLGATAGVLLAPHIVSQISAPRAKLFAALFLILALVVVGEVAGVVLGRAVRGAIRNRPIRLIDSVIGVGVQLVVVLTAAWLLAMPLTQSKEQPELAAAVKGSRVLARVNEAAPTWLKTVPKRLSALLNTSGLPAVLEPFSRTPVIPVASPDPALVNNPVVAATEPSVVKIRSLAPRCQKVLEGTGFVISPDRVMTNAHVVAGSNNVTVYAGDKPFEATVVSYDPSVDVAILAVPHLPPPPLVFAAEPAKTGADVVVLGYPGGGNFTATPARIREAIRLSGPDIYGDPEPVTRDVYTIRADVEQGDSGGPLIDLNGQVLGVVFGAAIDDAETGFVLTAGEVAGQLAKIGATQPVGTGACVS
SSB-PriA inh: K. pneumoniae PriA-SSBct interaction inhibition | AlphaScreen SSBct-PriA binding, biotinylated peptide | inhibition, % at 33 µM | hit rate 0.6% among 430,000 | AID 1272365; in the data active = inhibition mostly above about 37%, no sharp cut-off; inactive = mostly below about 20%;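 also: plate controls were negative control peptide for no effect and reference peptide for full effect; strong numbers were not always called active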
DUSP3 inh: blocks human VHR1 dual specificity phosphatase; recombinant VHR phosphatase, pNPP absorbance; inhibition, % at 13.3 µM; hit rate 0.52% among 290,000; AID 1654; in the data active = inhibition above about 50%; also: some compounds called inactive have numbers as strong as hits
Target sequence (P51452 whole entry, looked up): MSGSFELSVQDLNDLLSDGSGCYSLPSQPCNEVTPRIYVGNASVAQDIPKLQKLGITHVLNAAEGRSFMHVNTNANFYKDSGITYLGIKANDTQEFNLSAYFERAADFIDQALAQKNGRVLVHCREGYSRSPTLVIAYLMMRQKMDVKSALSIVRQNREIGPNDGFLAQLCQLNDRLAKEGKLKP
CCHFV vOTU inh: CCHFV vOTU protease inhibition | Pep-AMC fluorescence | inhibition, % at 11.5 µM | hit rate 0.55% among 370,000 | AID 651958; in the data active = inhibition above about 30%; also: 0% = vehicle wells with enzyme and 100% = no enzyme wells
3CLpro inhibitor: SARS-CoV 3CLpro protease inhibition; recombinant SARS-CoV 3CLpro, quenched FRET peptide cleavage; inhibition, % at 6 µM; hit rate 0.14% among 290,000; AID 1706; in the data active = inhibition above about 12%
BoNT-A LC inh2: inhibitors of Botulinum neurotoxin A light chain protease. multiplex microsphere protease substrate cleavage, flow cytometry. inhibition, % at 10 µM. hit rate 0.17% among 360,000; also: plate controls were buffer without enzyme for full effect and enzyme alone for no effect
The depositor's hits bear a star; ? = inconclusive; nt = not tested or not shown; & = joins results of further samples. Rule as the data show it, unless noted: active = inhibition above about 30%; inconclusive = no clear call, values can overlap the other calls; inactive = below that. Not all compounds are listed (hit frequency here may not be typical).

Every second line gives: Anthrax LF prot	3CLpro inhibitor	CCHFV vOTU inh	BoNT-F LC inh	SSB-PriA inh	MazF activator	DUSP3 inh	Rv3671c inh	PrPC surface inh	BoNT-A LC inh2
NC(=O)C1=C[C@H](c2csc3ccccc23)C[C@H](OCCCCO)O1
    -2	-2	14	0	-6	1	12	-12	-2	-0.4
CCOc1ccccc1NC(=S)NCc1ccco1
    0	5	-2	-1	6	2	-23	-1	-1	0.4
CC(=O)NCCNC(=O)C1CCC(CNc2nc(=S)[nH]c3ccccc23)CC1 (configuration not stated)
    -3	-5	-10	-1	-5	4	10	-2	-2	-1.5
Cc1cc(NC(=O)CSc2nc3sc(C)c(C)c3c(=O)n2C2CCCC2)no1
    -3	-4	7	-5	-3	-6	24	1	-3	0.3
Cc1noc(C)c1NC(=O)Nc1ccc2c(c1)C(=O)N([C@H](C)CO)C[C@H](C)[C@@H](CN(C)S(C)(=O)=O)O2
    -8	nt	-2	-1	-3	4	nt	5	3	0.2
O=C(CCn1nnc2ccccc21)N1CCC(O)(c2cccc(F)c2)CC1
    1	-2	0	-16	6	7	-1	7	4	-0.6
O=C(OCCN1CCCCC1)c1ccccc1Br
    -9	-7	-11	10	-1	-3	0	1	3	-1.2
O=C(Cc1cccs1)Nc1ccc(F)cc1
    15	-2	8	-6	-10	8	24	0	4	1.1
Cc1ccc(S(=O)(=O)N2CCOCC2)cc1C(=O)Nc1ccccn1
    2	6	3	15	-10	2	2	-2	2	2.0
CNc1nc(N)c([N+](=O)[O-])c(Nc2ccccc2OC)n1
    0	-1	13	-22	-12	10	10	-16	-14	-1.6
O=C(Cn1c(C(=O)NCc2ccco2)cc2sccc21)c1ccccc1
    -2	-5	nt	11	-2	1	26	0	nt	-1.1
COc1ccc(CCNC(=O)C2CCCN(S(=O)(=O)c3ccc(F)cc3)C2)cc1 (configuration not stated)
    3	-1	-4	-4	-14	3	-12	1	13	1.4
COc1cccc(-c2n[nH]c(=S)n2Cc2ccco2)c1OC
    -6	-6	nt	6	-7	3	24	0	nt	5.5
Cn1c(=O)c2c(-c3ccccc3)n(N3CCOCC3)cc2n(C)c1=O
    3	1	-6	2	-1	1	8	6	-2	-0.4
C=CCN1C(=O)CN=C1Nc1ccccc1
    0	2	2	-13	-4	11	28	-3	1	0.1
O=C(OC1CCN(c2ccc([N+](=O)[O-])cc2)CC1)c1ccccc1
    -14	-8	3	4	-12	7	10	2	-6	3.2
CCC1(C)Cc2c(sc3nc(NC)n(C)c(=O)c23)CO1 (configuration not stated)
    -2	6	2	-5	11	12	-10	-1	-5	-0.4
Cc1ccc(C)c(N(CC(=O)Nc2cc(Cl)ccc2Oc2ccccc2)S(C)(=O)=O)c1
    -1	3	6	-23	7	-7	1	-17	-8	-1.3
Cc1ccc(NC(=O)CN2CCN(C)CC2)cc1Br
    -15	0	14	?	2	4	-3	nt	-4	-2.3
O=C(/C=C/c1ccc(Cl)cc1)N(Cc1ccccc1)c1ccccn1
    -2	-2	3	2	-2	0	22	-5	10	-0.5
CCn1cc(C(=O)NCc2ccncc2)c(=O)c2cc(F)c(N3CCN(C(=O)c4ccco4)CC3)cc21
    -2	0	-28	-15	9	7	26	-8	-8	0.0
O=C(NNC(=O)c1cccs1)c1ccc(Cl)c(Cl)c1
    0	-1	9	0	0	-7	-5	-1	3	0.8
COC(=O)c1[nH]c2ccccc2c1NC(=O)/C=C/c1ccc2c(c1)OCO2
    0	6	-14	-8	-5	2	13	7	5	-1.6
Cc1cc(C)nc(CCNC(=O)CC2C(=O)NCCN2Cc2ccccc2)n1 (configuration not stated)
    -1	3	8	1	-11	-4	-8	-4	2	0.0
CC(=O)N1CCc2cc(N=NC3=C(O)CC(C)(C)CC3=O)ccc21
    -6	-6	16	-2	5	-10	21	-3	3	0.1
Cc1cccc(NC(=O)CC2(CC(=O)O)CCCC2)c1
    7	0	-7	-14	-7	-8	22	-12	2	-1.8
Cc1ccc(-c2csc3ncnc(NCCC(=O)O)c23)cc1
    6	5	0	?	2	-5	-4	3	13	2.3
C=CCn1c(SCC(=O)Nc2ccc3c(c2)OCO3)nnc1-c1ccccc1O
    2	-2	-4	-4	-1	-2	17	-1	9	0.6
CC1=C(C(=O)OCc2ccccc2)C(c2ccccc2OS(=O)(=O)c2ccc([N+](=O)[O-])cc2)NC(=O)N1CCCC(=O)O (configuration not stated)
    3	nt	-10	-2	-25	11	nt	-9	-8	-0.1
O=C(COC(=O)c1cnc(Cl)c(Cl)c1)Nc1cccc(S(=O)(=O)N2CCOCC2)c1
    3	nt	-15	0	-16	4	nt	1	2	0.4
Cn1cnc([N+](=O)[O-])c1S(=O)(=O)Nc1ccccc1
    -3	nt	1	0	-1	5	nt	nt	5	0.0
O=C(COc1ccc(Cl)cc1)NCc1nnc(SCC(=O)NCc2ccc3c(c2)OCO3)o1
    -3	0	3	?	-25	9	14	2	2	0.6
Cc1cccc2cc(CN(CCc3ccccc3)C(=O)N3CCOCC3)c3nnnn3c12
    2	3	-6	14	-5	-1	11	-4	6	-0.3
C=CCn1c(SCC(=O)Nc2ccc(NC(=O)c3ccco3)c(OC)c2)nnc1-c1ccncc1
    -11	-1	1	-6	2	4	22	-3	-5	0.1
CCOC(=O)C1C(C(C)=O)=C(c2ccccc2)c2ccccc2N1S(=O)(=O)C(F)(F)F (configuration not stated)
    0	nt	7	0	-1	0	nt	nt	-7	0.1
COc1ccc(OC)c(-c2cc(C(=O)NCCCn3ccnc3)no2)c1
    -7	0	1	-4	17	5	41	-2	-7	-2.6
COc1ccc(NC(=O)CN2c3cccc4cccc(c34)S2(=O)=O)cc1OC
    -3	nt	-1	2	nt	-4	nt	nt	6	-0.2
Cc1cc(OCC(=O)Nc2ccccc2N2CCCCC2)ccc1C(C)C
    -5	nt	7	-8	-4	-16	nt	-1	5	-5.1
COc1ccc(C(c2nnnn2C2CCCCC2)N2CCN(c3ccc(OC)cc3)CC2)cc1 (configuration not stated)
    -2	-1	14	0	11	2	22	6	3	-0.2
CCOc1ccc(N2C(=O)/C(=C\c3ccccc3OC)S(=O)(=O)C2c2cccc([N+](=O)[O-])c2)cc1 (configuration not stated)
    0	4	-7	1	2	3	-5	-7	-2	-0.8
COc1cccc(C(=O)NNC(=O)c2cccc(F)c2)c1
    5	-2	-15	?	-18	2	10	1	-3	-4.6
CCC(C)NS(=O)(=O)c1ccc(NC(=O)Cc2ccc(OC)cc2)cc1 (configuration not stated)
    0	2	4	-1	3	-21	9	5	12	0.4
O=C(CNC(=O)c1cccs1)Nc1ncccc1O
    -3	nt	4	2	0	0	nt	-1	5	1.2
Oc1ccc(C2=CSC3=NCCN23)cc1O
    -9	7	11	-28	1	4	11	1	-5	-2.7
Cc1ccc(S(=O)(=O)NNC(=O)c2sccc2-n2cccc2)cc1
    0	5	-5	-5	-13	0	-7	-3	-3	0.1
CCCOC(=O)C1=C(C)NC(=O)NC1c1cc2c(cc1Br)OCO2 (configuration not stated)
    1	1	19	-26	8	-4	11	-5	11	-2.0
O=C(/C=C/CCc1ccc2c(c1)OCO2)N1CCCCC1
    -6	nt	-6	-3	-13	0	nt	4	-1	0.2
Cc1cc(C)n(-c2ccc(NC(=O)C3CCN(Cc4ccc(C)o4)CC3)cc2)n1
    -2	5	7	-1	4	-1	10	1	-14	0.3
O=C(NN=C1CCCC1)c1cc(-c2ccccc2)n[nH]1
    -1	-7	-7	0	1	1	-5	-7	-4	0.7
Cc1ccc(C(=O)NCC2CCCO2)o1 (configuration not stated)
    -4	3	-17	4	-14	10	10	-2	3	1.5
CCC(C)C(N)C(=O)NC(CCC(=O)OCc1ccccc1)C(N)=O (configuration not stated)
    2	5	-4	-10	-10	68*	30	-6	-4	-0.6
O=C1NC(=O)C(=Cc2ccc(N3CCOCC3)cc2)C(=O)N1
    1	4	4	5	3	-28	15	2	-7	-0.2
Cc1ccc(NC(=O)CCC(=O)OCC(F)(F)C(F)F)cc1
    -2	2	0	2	-2	-6	-4	-4	-1	?
CC(C)n1c(O)c(N=NC(=O)c2ccccc2NS(=O)(=O)c2cccs2)c2ccccc21
    1	-2	8	-3	-3	0	10	-2	-4	-0.9
C=CC[N+]1(C)CC[C@]23c4c5ccc(O)c4O[C@H]2C(=O)CC[C@@]3(O)[C@H]1C5 (some centres not stated)
    8	nt	2	-15	5	1	nt	3	0	-0.9
Cc1cc(C)n2c(SCC(=O)Nc3cccc(S(N)(=O)=O)c3)nnc2n1
    -10	nt	10	-9	-8	4	nt	4	0	0.0
Cn1nnnc1SCc1ccc(F)cc1
    0	4	12	10	-3	3	23	1	2	0.2
CCOC(=O)C1C(c2cccc(Cl)c2Cl)NC(=O)NC1(O)C(F)(F)F (configuration not stated)
    ?	-2	6	?	-1	0	11	2	-2	?
C/C(N)=C(/C#N)C(=O)CSc1nc2ccccc2c(=O)n1-c1ccc(C)c(Cl)c1
    0	4	2	-1	10	3	13	-3	-1	0.0
CC1(C)C(=O)OC(c2cccs2)C2(CCCCC2)C1=O (configuration not stated)
    1	1	2	4	-2	2	24	-2	-3	0.7

The results go on.
Every second line gives: Anthrax LF prot	3CLpro inhibitor	CCHFV vOTU inh	BoNT-F LC inh	SSB-PriA inh	MazF activator	DUSP3 inh	Rv3671c inh	PrPC surface inh	BoNT-A LC inh2
CNC(=O)CN(CCc1ccccc1)S(=O)(=O)c1ccc(OC)cc1
    6	4	0	-7	-3	-2	-16	10	12	-0.7
CCn1c(CC(=O)Nc2ccccc2)nnc1SCC(=O)NC1=NCCS1
    -4	1	-9	3	-4	-19	-12	-2	6	-5.4
Cc1ccc(S(=O)(=O)N2CCN(C)CC2)c(C)c1N(C)S(=O)(=O)c1ccc(Cl)cc1
    2	2	4	-47	11	1	4	0	-9	-2.4
O=C(O)CSc1ccc2nnc(-c3cccnc3)n2n1
    -2	-1	8	-4	-18	10	14	-9	-4	-0.3
C#CCNC(=O)C1=C[C@@H](c2ccc(C(F)(F)F)cc2)C[C@@H](OCCCCO)O1
    -4	-1	-6	-1	-8	-2	25	-8	4	-0.5
Cc1ccc(N2C(=O)C(Cl)=C(N3CCOCC3)C2=O)c(C)c1
    1	0	2	-7	-19	8	47	4	4	4.7
O=C(O)c1ccc(CSc2nnc(-c3ccncc3)n2-c2ccc(Cl)cc2)cc1
    1	2	-18	5	-2	3	39	5	-1	-0.8
COc1cccc(C2CC(=O)Nc3c2c(=O)n(C)c(=O)n3C)c1OC (configuration not stated)
    -9	0	12	-10	-19	0	-2	0	-5	-1.1
CCOC(=O)c1cc(-c2cccc([N+](=O)[O-])c2)nc2[nH]c(=O)[nH]c(=O)c12
    -1	-1	-4	2	-7	-2	0	-4	-6	0.1
CCOC(=O)N1CCN(C(=O)CNC2CCCCCCC2)CC1
    -5	-3	-4	-2	-3	3	26	6	4	-0.1
O=C(CN1CCN(S(=O)(=O)c2cc(Cl)ccc2Cl)CC1)c1ccc(O)c(O)c1
    1	7	12	-5	-18	-25	6	8	4	-0.2
O=C1OCc2ccc(NC(=O)c3ccccc3C(=O)O)cc21
    -2	0	-5	-6	0	-10	5	-5	-4	-0.6
CC(c1ccccc1)N1C(=O)NC(NC(=O)c2cccnc2)(C(F)(F)F)C1=O (configuration not stated)
    6	2	-7	7	48*	7	-9	7	0	1.3
O=C(Cc1ccc([N+](=O)[O-])cc1)N1CCN=C1SCc1ccccc1
    -4	-1	-9	3	-6&-4	0	-2	5	-12	-0.4

Record cards (already shown).
CCC(C)NS(=O)(=O)c1ccc(NC(=O)Cc2ccc(OC)cc2)cc1 (configuration not stated) as listed: Anthrax LF prot: 0; 3CLpro inhibitor: 2; CCHFV vOTU inh: 4; BoNT-F LC inh: -1; SSB-PriA inh: 3; MazF activator: -21; DUSP3 inh: 9; Rv3671c inh: 5; PrPC surface inh: 12; BoNT-A LC inh2: 0.4
O=C(/C=C/CCc1ccc2c(c1)OCO2)N1CCCCC1 as listed: Anthrax LF prot: -6; 3CLpro inhibitor: nt; CCHFV vOTU inh: -6; BoNT-F LC inh: -3; SSB-PriA inh: -13; MazF activator: 0; DUSP3 inh: nt; Rv3671c inh: 4; PrPC surface inh: -1; BoNT-A LC inh2: 0.2
